Screens from PubChem BioAssay.
MC4R ag barr – human MC4R agonism via beta-arrestin; P32245; U2OS MC4R beta-arrestin complementation, luminescence; percent of melanotan II response, DMSO zero; activation, % at 8.9 µM; actives 0.98% (n = 360,000); AID 540308;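 active = activation above a per-plate cutoff, the mean activation of sample wells on that plate plus 3 SD, cut at about 8% in these data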
ABCB6 inh MLPCN – human ABCB6 transporter inhibition. fluorescence ratio to DMSO, % at 10 µM. K562-ABCB6 porphyrin accumulation, flow cytometry, 1 h; hits give low values. AID 602162. Q9NP58. actives 0.19% (n = 360,000);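 active = fluorescence ratio to DMSO below 75%, the collection mean minus 3 SD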;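 note: signal is porphyrin accumulated inside mitochondria; 100% equals median channel fluorescence of DMSO control wells; lower ratio means ABCB6 inhibition with less porphyrin fluorescence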
TLR9-MyD88 inh – blocks human TLR9 binding to MyD88; inhibition, % at 4.98 µM; AID 504734; CHO BLA complementation TLR9-MyD88, CCF4 FRET ratio; actives 0.21% (n = 340,000); Q9NR96+Q99836;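 active = inhibition above the mean over all tested compounds plus 3 SD, cut at about 21% in these data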;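 note: 0% = DMSO only wells and 100% = clavulanate BLA inhibitor control wells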
NCOA2 inhibitor – inhibits human steroid receptor coactivator 2; HEK293 GAL4-SRC2 luciferase reporter, luminescence; inhibition, % at 9 µM; actives 0.17% (n = 370,000); AID 651957;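 active = inhibition above the mean inhibition of all tested compounds plus 3 SD, set per campaign, cut at about 52% in these data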;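 note: 0% = DMSO treated cells and 100% = cells given Gossypol at 36 µM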
H9c2 protect – myocardial damage modulation in H9c2 cells | H9c2 cardiomyocytes, H2O2 injury protection, ATPLite, 2 h | protection from H2O2 cell death, % at 20 µM | actives 0.63% (n = 360,000);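 active = compounds giving at least 50% protection of heart cells from peroxide-induced death in the single-dose screen, raw or plate-pattern-corrected value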;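 note: 0% = DMSO wells with peroxide and 100% = DMSO wells without peroxide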
ABHD5-PLIN5 inh – blocks binding of human ABHD5 to perilipin-5; AID 602281; Q00G26+Q8WTS1; actives 0.78% (n = 360,000); inhibition, % at 4 µM; Split G. princeps luciferase complementation, luminescence, 4 h;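 active = inhibition above the mean inhibition across every tested compound plus 3 SD, cut at about 22% in these data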;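 note: 0% = DMSO only wells and the 100% control is not disclosed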
Target sequence (Q00G26 whole entry, looked up): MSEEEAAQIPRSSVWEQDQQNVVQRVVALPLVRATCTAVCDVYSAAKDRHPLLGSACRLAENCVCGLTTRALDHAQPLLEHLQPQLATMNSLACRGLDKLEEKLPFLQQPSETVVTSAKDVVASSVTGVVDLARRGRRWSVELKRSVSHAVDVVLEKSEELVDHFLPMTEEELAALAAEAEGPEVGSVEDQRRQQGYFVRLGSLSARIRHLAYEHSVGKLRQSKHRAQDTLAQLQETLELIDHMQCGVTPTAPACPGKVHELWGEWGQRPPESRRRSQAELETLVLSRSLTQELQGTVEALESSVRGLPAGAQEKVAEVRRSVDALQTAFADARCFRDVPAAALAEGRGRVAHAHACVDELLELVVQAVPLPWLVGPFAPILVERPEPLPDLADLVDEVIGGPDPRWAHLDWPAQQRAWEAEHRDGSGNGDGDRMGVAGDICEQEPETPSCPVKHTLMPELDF
Target sequence (Q8WTS1 whole entry, looked up): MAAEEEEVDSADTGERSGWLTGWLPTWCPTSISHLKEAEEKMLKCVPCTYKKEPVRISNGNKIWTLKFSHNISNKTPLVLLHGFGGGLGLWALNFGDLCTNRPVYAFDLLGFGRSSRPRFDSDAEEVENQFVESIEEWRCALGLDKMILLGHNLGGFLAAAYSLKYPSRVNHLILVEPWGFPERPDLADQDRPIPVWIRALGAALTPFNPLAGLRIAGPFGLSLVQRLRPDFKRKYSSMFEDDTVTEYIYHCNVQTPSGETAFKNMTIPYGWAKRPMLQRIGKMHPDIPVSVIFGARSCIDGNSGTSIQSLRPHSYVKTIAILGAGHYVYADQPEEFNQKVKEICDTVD
NOD2 RIPK2 PPI – NOD2-RIPK2 protein interaction inhibition | O43353 | CHO BLA complementation NOD2-RIPK2, CCF4 ratio | inhibition, % at 4.98 µM | actives 0.38% (n = 360,000) | AID 624267; in the data active = inhibition above about 21%;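 note: 0% = vehicle only and 100% = reference blocker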
HTR2A ag – mouse HTR2A agonism via beta-arrestin recruitment; CHO-K1 mHTR2A beta-arrestin complementation, luminescence; percent of 30 µM serotonin response; P35363; actives 0.66% (n = 360,000); activation, % at 7.6 µM;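 active = activation above a run cutoff, the mean activation of all tested compounds plus 3 SD, cut at about 14% in these data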;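 note: 0% = plate median of compound wells and 100% = 30 µM serotonin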
Glyco luc inh – blocks N-linked glycosylation in D54 reporter cells; D54 ERlucT glycosylation luciferase reporter, 24 h; percent of 100 nM tunicamycin response; reporter increase, % at 12.5 µM; actives 0.23% (n = 360,000);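 active = mean luciferase reporter signal, scaled so untreated is 0 and the glycosylation-blocking control 100, at or above a set limit in every replicate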;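 note: luciferase carries N-glycosylation sites so blocking glycosylation raises the light; 0% = median of neutral control wells and 100% = median of 100 nM tunicamycin wells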
MC4R antag cAMP – human MC4R antagonism in cAMP assay. MC4R-expressing cells, MTII-stimulated cAMP, LANCE TR-FRET. inhibition, % at 6.5 µM. actives 0.48% (n = 360,000);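 active = inhibition above its plate's cutoff, the mean of tested wells on that plate plus 3 SD, cut at about 29% in these data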;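 note: 0% = Melanotan II alone and 100% = Melanotan II plus saturating MCL0020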
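System – human MC4R-expressing U2OS cells · Also added – Melanotan II · Dosing – one concentration, 6.5 µM nominal · Timing – 30-min compound, 1-h challenge, 1-h detection, room temperature · Measured by – Eu-cAMP/anti-cAMP TR-FRET, emission 671 nm · Replicates – singlicate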
* marks the source's active call; other numbers are inactive results; / = not tested or not shown.

SMILES | MC4R ag barr | ABCB6 inh MLPCN | TLR9-MyD88 inh | NCOA2 inhibitor | H9c2 protect | ABHD5-PLIN5 inh | NOD2 RIPK2 PPI | HTR2A ag | Glyco luc inh | MC4R antag cAMP
CC1CN(CC(O)COC2CCC(C(C)(C)C)CC2)CC(C)O1 (stereo not given) | -2.5 | 99 | -1 | -11 | -12 | 2 | -12 | 2 | 0 | -1
Cc1cccc(OC(=O)c2ccc3c(=O)n4c(nc3c2)CCC4)c1 | 1.9 | 98 | -11 | -11 | -18 | 9 | -9 | 10 | 3 | -8
Cc1ccc(S(=O)(=O)N(Cc2c(F)cccc2Cl)C(=O)N2CCN(C)CC2)cc1 | -0.8 | 97 | -3 | -9 | 1 | 9 | -5 | -4 | 0 | 12
Cc1ccc(CNC(=O)CCCc2nc3ccccc3s2)cc1 | 1.2 | 98 | -5 | 6 | 4 | 0 | -10 | 0 | -1 | 2
Oc1ccccc1N1CCN(c2ncnc3sc(-c4ccccc4)cc23)CC1 | 14* | 95 | -4 | -8 | 34 | -4 | -9 | 9 | 0 | 15
O=C(Cn1nc(Cc2cccnc2)c2ccccc2c1=O)NCC1COc2ccccc2O1 (stereo not given) | -0.7 | 104 | -10 | -10 | 2 | -4 | -2 | 0 | -2 | 7
COc1ccccc1N1CCN(C(=O)CSc2nc(C)c(C)c(=O)[nH]2)CC1 | 1.3 | 93 | -7 | -9 | 2 | 1 | -4 | 2 | -2 | 0
CCCn1c(SCC(=O)NC)nc2sc3c(c2c1=O)CCC3 | -0.7 | 96 | 1 | 2 | -6 | 3 | -4 | 9 | 12 | 10
CCc1ccc(-c2nc(CN3CCC(C(=O)NCc4ccccc4OC)CC3)c(C)o2)cc1 | 1.7 | 105 | 1 | -8 | -2 | 5 | -1 | -9 | -2 | 13
COc1ccc(-c2c3c(nc4sc5c(Cl)nc(C)nc5c24)CCC3)cc1 | 1.4 | 92 | -20 | / | -26 | 1 | -6 | 8 | 1 | 41*
Cc1c(O)ccc2c(CC(=O)N[C@@H](Cc3ccccc3)C(=O)O)cc(=O)oc12 | -2.0 | 97 | 14 | -43 | 27 | 0 | 18 | -1 | 2 | 0
Cc1ccc(-c2nnn(CC(=O)N(CCO)C(C(=O)NC(C)(C)C)c3ccncc3)n2)cc1 (stereo not given) | -1.1 | 97 | -1 | / | -1 | 7 | -4 | 1 | 2 | -7
Cc1cc(Oc2ccc(Br)cc2)nc(SCC(=O)c2ccccc2)n1 | 8.6* | 99 | -19 | 0 | -3 | -2 | 2 | 0 | -6 | 5
CC(C)CN1C(=O)NC(NS(=O)(=O)c2ccc(N)cc2)(C(F)(F)F)C1=O (stereo not given) | -0.5 | 97 | -3 | -33 | -6 | -6 | 4 | -1 | 1 | -2
Cc1cccc(C)c1NC(=O)C(c1ccccc1)N1CCOCC1 (stereo not given) | -3.2 | 89 | -5 | -16 | -2 | -3 | 2 | -4 | -1 | 0
C=CC1=C2C=C(C3CC3)N(C3CC3)C=C2C(=O)C(C)(OC(=O)c2ccco2)C1=O (stereo not given) | 0.0 | 105 | 3 | -7 | -4 | 0 | 7 | 3 | 0 | 13
Cc1ccc(C(=O)N/C(=C\c2cccs2)C(=O)N2CCN(C)CC2)cc1C | -2.3 | 100 | -1 | -1 | 1 | 4 | -9 | -12 | 2 | 7
CCNC(=O)C1(C)CCCN(Cc2ccc(Oc3ccccc3)cc2)C1 (stereo not given) | 2.5 | 95 | / | 9 | 3 | 4 | -13 | -4 | -4 | 4
COc1ccc(Nc2nc3ccc(C)cn3c(=O)c2/C=N/O)cc1 | 3.3 | 97 | 12 | -6 | 2 | -2 | -4 | -4 | -3 | -4
CC1CN(C(=O)CSc2nc(N)c(NC(=O)c3ccc(C(F)(F)F)cc3)c(=O)[nH]2)CC(C)O1 (stereo not given) | 0.4 | 97 | -7 | -20 | 13 | 8 | -3 | 2 | 1 | 8
Cc1ccc(C)c(N2CCN(C(=O)c3csc(C)c3C)CC2)c1 | -0.3 | 98 | -5 | 4 | -5 | 5 | -3 | -1 | -3 | 9
COC(=O)CCCC1=CC2=CC(=O)C(C)(OC(=O)c3cccs3)C(=O)C2=CN1Cc1ccco1 (stereo not given) | -1.5 | 91 | -4 | 0 | 11 | 9 | -1 | -5 | 8 | -6
CCN(C[C@H]1N[C@@](Cc2ccccc2)(C(=O)OC)[C@H]2C(=O)N(Cc3ccccc3)C(=O)[C@@H]12)S(=O)(=O)c1ccc(C(C)(C)C)cc1 | 0.7 | 90 | -3 | -4 | -15 | 2 | 11 | 8 | -7 | -1
CCCCN(C(=O)NC(=O)Nc1ccc(C)cn1)S(C)(=O)=O | 0.1 | 99 | 0 | -8 | 0 | 4 | -2 | 1 | 2 | 1
CO/N=C(\Cn1ncc(N2CCOCC2)c(Br)c1=O)c1ccc(Cl)cc1 | -0.2 | 97 | 3 | -20 | 15 | 1 | -15 | 1 | 1 | 5
CC(CCc1ccccc1)NCC(O)COc1ccccc1 (stereo not given) | 0.8 | 99 | 9 | -8 | 7 | 6 | 1 | -3 | 0 | -5
COC(=O)CCC(=O)NC(=S)Nc1cc(Cl)ccc1Cl | -2.6 | 103 | -6 | 12 | -3 | -2 | 2 | -4 | 1 | 16
COc1cccc(CN(CCC(C)C)S(=O)(=O)c2cc(Br)ccc2Br)c1 | -2.6 | 95 | 5 | -13 | -11 | -12 | 8 | -2 | -7 | 9
CCC(=O)Nc1cccc(-n2nnnc2SCC(=O)N(C(C)C)C(C)C)c1 | 0.1 | 100 | 1 | -12 | -5 | -2 | -1 | -2 | -2 | 6
CC(=O)c1cccc(N2C(=NC(=O)COc3ccccc3)SC3CS(=O)(=O)CC32)c1 (stereo not given) | -1.0 | 76 | 2 | -10 | 2 | 1 | 10 | 2 | -1 | 10

Record cards, from the list above. Order of values: MC4R ag barr	ABCB6 inh MLPCN	TLR9-MyD88 inh	NCOA2 inhibitor	H9c2 protect	ABHD5-PLIN5 inh	NOD2 RIPK2 PPI	HTR2A ag	Glyco luc inh	MC4R antag cAMP
`COC(=O)CCCC1=CC2=CC(=O)C(C)(OC(=O)c3cccs3)C(=O)C2=CN1Cc1ccco1` (stereo not given) is listed as -1.5	91	-4	0	11	9	-1	-5	8	-6
`COc1cccc(CN(CCC(C)C)S(=O)(=O)c2cc(Br)ccc2Br)c1` is listed as -2.6	95	5	-13	-11	-12	8	-2	-7	9
`CC(=O)c1cccc(N2C(=NC(=O)COc3ccccc3)SC3CS(=O)(=O)CC32)c1` (stereo not given) is listed as -1.0	76	2	-10	2	1	10	2	-1	10
`CCN(C[C@H]1N[C@@](Cc2ccccc2)(C(=O)OC)[C@H]2C(=O)N(Cc3ccccc3)C(=O)[C@@H]12)S(=O)(=O)c1ccc(C(C)(C)C)cc1` is listed as 0.7	90	-3	-4	-15	2	11	8	-7	-1
`CC(CCc1ccccc1)NCC(O)COc1ccccc1` (stereo not given) is listed as 0.8	99	9	-8	7	6	1	-3	0	-5

Other entries:
SMILES | MC4R ag barr | ABCB6 inh MLPCN | TLR9-MyD88 inh | NCOA2 inhibitor | H9c2 protect | ABHD5-PLIN5 inh | NOD2 RIPK2 PPI | HTR2A ag | Glyco luc inh | MC4R antag cAMP
CS(=O)(=O)N(CC(=O)N1CCCCC1)c1sc2c(c1C#N)CCCC2 | -0.4 | 103 | -5 | -19 | -3 | 0 | -12 | 0 | 0 | -3
Cc1ccc2[nH]c(=O)c(CN(CCO)C(=O)NCc3ccccc3)cc2c1 | -1.7 | 115 | -19 | 11 | 4 | 0 | -8 | 1 | 2 | -7
COc1ccc(CCNC(=O)COC(=O)c2ccco2)cc1OC | 0.3 | 100 | 1 | -6 | -3 | -1 | -19 | -1 | 1 | -4
COc1ccc(O/C(=N\S(=O)(=O)c2ccccc2)c2ccccc2)cc1 | 0.6 | 102 | -6 | 6 | -3 | 8 | 1 | 6 | 1 | -1
Nc1ccc(-c2nnn(Cc3ccccc3)n2)cc1 | 0.8 | 103 | -3 | -45 | 7 | -5 | -3 | 0 | -2 | 10
CC1=NC(C#N)=C(C#N)NC(C)(C)C1 | -2.3 | 92 | -3 | -24 | 4 | -4 | 0 | 1 | 0 | -2
CC(=O)Oc1ccc(Oc2ccc(-c3noc(C)n3)cc2)cc1 | -0.8 | 96 | -7 | -50 | -4 | -2 | -5 | -4 | -2 | -7
Cc1cc(C(=O)NNC(=O)c2ccc(Cl)cc2Cl)c(C)o1 | -2.2 | 102 | 2 | -40 | -4 | -2 | -3 | 1 | 1 | 2
CCOC(=O)c1ccc(N2C(=O)CC(Sc3nc(O)c(CC)c(=O)[nH]3)C2=O)cc1 (stereo not given) | -2.0 | 83 | -1 | -9 | -3 | 0 | 2 | 4 | 0 | 6
O=C(NCC1CCCN1S(=O)(=O)c1cccs1)c1cccc(Cl)c1 (stereo not given) | -0.1 | 98 | -8 | -10 | -1 | -5 | -9 | 0 | 0 | -2
CCOC(=O)N1CCN(C(=O)c2cccc(NC3=NC4CS(=O)(=O)CC4S3)c2)CC1 (stereo not given) | 1.8 | 90 | -3 | -16 | 3 | 3 | -10 | 2 | 0 | 3
COc1ccccc1-n1cnnc1SCC(=O)NCC1CCCO1 (stereo not given) | -0.3 | 85 | -5 | 9 | 4 | -1 | -5 | 6 | 2 | 7
Cc1ccc(NC(=O)c2cc(N3C(=O)CCC3=O)ccc2N2CCCCC2)cc1 | -0.5 | 97 | 7 | 9 | -11 | -3 | -10 | -2 | 0 | -2
Cc1ccc(NC(=O)c2ccc3c(c2)C(=O)N(c2cc(C)ccc2C)C3=O)nc1 | -1.6 | 95 | -11 | -4 | -9 | -3 | -2 | 7 | 1 | 8
Cc1c(NN=C(C#N)C#N)c(=O)n(-c2ccccc2)n1C | -3.3 | 100 | -8 | 18 | 1 | 3 | -7 | 2 | 2 | 5
O=C1CC(NC23CC4CC(CC(C4)C2)C3)C(=O)N1c1ccc2c(c1)OCO2 (stereo not given) | -1.9 | 97 | -2 | -4 | 6 | -6 | -9 | 3 | 1 | 23
Nc1cc(N)nc(SCC(=O)Nc2cc(S(=O)(=O)N3CCOCC3)ccc2Cl)n1 | -2.3 | 102 | 2 | 0 | 0 | 1 | 1 | -1 | 2 | 5
CCCCOC(=O)C1=C(C)NC(=O)NC1c1cc2c(cc1Br)OCO2 (stereo not given) | -0.6 | 92 | -10 | 10 | -4 | -5 | 2 | 5 | 0 | 0
N/C(=N\OC(=O)C1CCCCC1)c1ccc(Br)cc1 | 1.9 | 99 | 4 | -26 | -9 | 7 | -10 | 3 | -1 | 5
O=C(Nc1nccs1)c1cccc(NC(=O)C(F)(F)F)c1 | -0.6 | 98 | -8 | -59 | -1 | 2 | -11 | 1 | 2 | 5
COc1ccc(CNC(NC(=O)c2ccccc2)(C(F)(F)F)C(F)(F)F)cc1 | 5.2 | 98 | 0 | 10 | -16 | -6 | -14 | 1 | 0 | 16
COc1ccc(CNC(=O)Cn2cnc3c(OCc4ccccc4)ncnc32)cc1 | 0.0 | 97 | -2 | -30 | 8 | 13 | -3 | 7 | -2 | 11

A portion of the library (hit frequency here may not be typical).
